Tb PFK inh = inhibitors of T. brucei phosphofructokinase | O15648 | T. brucei PFK, ADP-Glo luminescence | Potency, µM (titrated, usually from 57.5 µM), without a hit: at the highest dose activity, negative = inhibition, hits mostly inhibitors | actives 0.17% (n = 330,000);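 also: potency is read from the fitted curve at half-maximal effect; 0% = uninhibited 1x PFK enzyme wells and -100% = no-enzyme wells; nearly all actives have a fitted effect of over 60% in size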
Target sequence (O15648 whole entry, looked up): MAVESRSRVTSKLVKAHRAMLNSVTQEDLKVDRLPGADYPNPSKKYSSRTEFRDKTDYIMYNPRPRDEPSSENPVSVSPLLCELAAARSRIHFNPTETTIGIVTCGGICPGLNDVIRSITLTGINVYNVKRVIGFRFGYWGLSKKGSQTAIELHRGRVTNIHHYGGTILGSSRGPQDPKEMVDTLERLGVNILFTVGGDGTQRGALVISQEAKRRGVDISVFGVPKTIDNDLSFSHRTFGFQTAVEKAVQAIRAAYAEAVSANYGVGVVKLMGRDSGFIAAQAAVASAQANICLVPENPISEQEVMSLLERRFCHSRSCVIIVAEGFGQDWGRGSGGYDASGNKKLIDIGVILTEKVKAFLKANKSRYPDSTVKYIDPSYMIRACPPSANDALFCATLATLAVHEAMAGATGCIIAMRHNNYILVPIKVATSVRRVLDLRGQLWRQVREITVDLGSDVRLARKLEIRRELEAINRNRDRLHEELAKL
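In TEA buffer at pH 8.0 with 5 mM MgCl2, enzyme (1.25 nM) converted F6P (0.5 mM) and ATP (0.1 mM) for 45 min at room temperature. ADP product was read by luciferase luminescence.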
RORgamma inh = inhibitors of mouse ROR gamma transcriptional activity | actives 5.4% (n = 310,000) | Potency, µM (top dose mostly 53.6 µM), inactives show at the highest dose activity change, negative = inhibition, most hits filed as inhibitors | AID 2551 | Drosophila S2 Gal4-RORgamma UAS-luciferase reporter, 20 h | P51450; also: potency is read from the fitted curve at half-maximal effect; % is scaled to controls: 0 for no effect and ±100 for the full control effect; nearly all actives have a fitted effect of over 60% in size
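Luminescence from a UAS-regulated Photinus luciferase reporter in stably transfected Drosophila Schneider cells is measured; decreased signal marks ROR gamma inhibition. Fusion expression is induced by 700 uM copper sulfate for 20 hr.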
NPC1 promoter act = activators of NPC1 promoter | Potency, µM (top dose mostly 9.22 µM), inactives show at the highest dose activation, actives largely listed as activators | AID 485313 | actives 2.4% (n = 320,000) | Huh7 NPC1 promoter luciferase reporter, 24 h;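 also: potency is read from the fitted curve at half-maximal effect; % of control where 0% means no effect; nearly all actives have a fitted effect of over 60% in size; reporter is driven by a mutant NPC1 promoter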
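Huh7 cells stably carrying NPC1 promoter–luciferase, plated in Opti-MEM with 10% FBS for 2 h, were exposed to compound in DMSO for 24 h at 37 °C; luciferase reagent was added for 10 min and luminescence read.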
ELG1 DNA repair = ELG1-dependent DNA repair inhibition | Potency, µM (highest dose often 46.1 µM), inactives show at the top dose activity change, negative = inhibition, actives largely listed as inhibitors | actives 2.3% (n = 330,000) | AID 504467 | HEK293T ELG1-luciferase reporter, luminescence, 16 h; DNA damage induced by 5-fluorouridine; also: potency is read from the fitted curve at half-maximal effect; % is scaled to controls: 0 for no effect and ±100 for the full control effect; nearly all actives have a fitted effect of over 55% in size
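In this reporter screen, reduction of luminescence relative to DMSO vehicle indicated activity. Compounds and 5-fluorouridine were added together to 2,000 cells per well, incubated for 16 hr at 37 °C, then developed with ONE-Glo.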
ELG1 genotoxic = inducers of genotoxicity in HEK293T ELG1-luciferase cells; HEK293T ELG1-luciferase reporter, luminescence, 16 h; Potency, µM (series often up to 46 µM), for the others: at the top dose activity change, positive = activation, usual class: activators; actives 1.3% (n = 330,000); also: potency is read from the fitted curve at half-maximal effect; % of control where 0% means no effect; nearly all actives have a fitted effect of over 60% in size
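DMSO vehicle served as control against compound-treated ELG1-luciferase HEK293T cells; exposure lasted 16 hr at 37 °C and 5% CO2, followed by ONE-Glo luminescence detection after 30 min.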
Gal4-VP16 FLuc = counter-screen for ROR gamma inhibitors: Gal4-VP16 reporter; Drosophila S2 Gal4-VP16 UAS-luciferase, luminescence, 20 h; Potency, µM (top dose mostly 53.6 µM), inactives show at the highest dose activity, negative = inhibition, most hits filed as inhibitors; actives 3.5% (n = 310,000);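 also: Gal4-VP16 expression switched on by copper sulfate through the metallothionein promoter; potency is read from the fitted curve at half-maximal effect; % is scaled to controls: 0 for no effect and ±100 for the full control effect; nearly all actives have a fitted effect of over 50% in size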
p53 reactivation = mutant p53 re-activation in reporter cells | H1299 p53-A138V BP100-luciferase reporter, luminescence, 24 h | Potency, µM (highest dose often 92.2 µM), for the others: at the top dose activity change, positive = activation, most hits filed as activators | actives 0.063% (n = 320,000) | AID 504706; also: potency is read from the fitted curve at half-maximal effect; % of control where 0% means no effect; nearly all actives have a fitted effect of over 45% in size
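H1299 (p53-null), stable ts p53-A138V + BP100-Luc; 1000 cells/well, Opti-MEM/10% FBS; cpd 4 pt, 1:5; 24 h, 37 deg C, 5% CO2; detection reagent 10 min RT; luminescence.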
TRPV1 agonist = human TRPV1 agonism; Q8NER1; TRPV1-expressing cells, Fluo-8 calcium influx, agonist mode; activation, % at 8.33 µM; actives 0.19% (n = 320,000); AID 540275; in the data active = activation above about 80%; inconclusive = between about 30% and that limit; also: 0% is about no effect
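TRPV1-expressing cells were cultured overnight at 35.5C and loaded with Fluo-8 calcium dye for 40 to 90 min at room temperature. After a 10 s baseline, compound was added and calcium influx was read kinetically for 3 min (ex 480/em 520 nm).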
Rab9 prom act = activates the Rab9 promoter; actives 2.8% (n = 320,000); Huh7 Rab9 promoter-luciferase reporter, luminescence, 24 h; Potency, µM (series often up to 9.22 µM), inactives show at the highest dose activation, negative = inhibition, actives largely listed as activators; also: potency is read from the fitted curve at half-maximal effect; % of control where 0% means no effect; nearly all actives have a fitted effect of over 60% in size
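Luminescence from Amplite-detected luciferase (10 minutes, ambient) reports Rab9 promoter activation. Before that, stable Rab9-luciferase Huh7 cells (1500/well, reduced-serum OP-MEM I plus 10% FBS) were exposed to compound for 24 hours at 37C.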
BRCA1 expr act = BRCA1 expression activation; MCF7-BRCA1-FFLuc reporter, luminescence, 48 h; response scale: scaled: vehicle 0%, 10 µM genistein 100%; Potency, µM (doses to about 46.1 µM), for the others: at the highest dose activation, most hits filed as activators; actives 1.1% (n = 380,000); also: potency is read from the fitted curve at half-maximal effect; nearly all actives have a fitted effect of over 80% in size; some results filed as inactive show a strong effect at the top dose
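MCF7 cells carrying a BRCA1-firefly luciferase reporter (2000 cells/well, phenol-red free MEM) were attached for 2 h at 37 °C, then given compounds for 48 h. Luminescence was read 15 min after luciferase reagent; activity normalized to genistein (10 microM) and DMSO.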
FLuc modulator = inhibits or activates purified firefly luciferase, miR-21 counter-screen | purified FLuc, Km substrates, luminescence inhibition | Potency, µM (top dose mostly 57.5 µM), for the others: top-dose activity change, negative = inhibition, actives largely listed as inhibitors | actives 6.9% (n = 360,000) | AID 588342;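 also: potency is read from the fitted curve at half-maximal effect; plate controls were vehicle for no effect and reference inhibitor for full effect; nearly all actives have a fitted effect of over 55% in size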
Target sequence (P08659 whole entry, looked up): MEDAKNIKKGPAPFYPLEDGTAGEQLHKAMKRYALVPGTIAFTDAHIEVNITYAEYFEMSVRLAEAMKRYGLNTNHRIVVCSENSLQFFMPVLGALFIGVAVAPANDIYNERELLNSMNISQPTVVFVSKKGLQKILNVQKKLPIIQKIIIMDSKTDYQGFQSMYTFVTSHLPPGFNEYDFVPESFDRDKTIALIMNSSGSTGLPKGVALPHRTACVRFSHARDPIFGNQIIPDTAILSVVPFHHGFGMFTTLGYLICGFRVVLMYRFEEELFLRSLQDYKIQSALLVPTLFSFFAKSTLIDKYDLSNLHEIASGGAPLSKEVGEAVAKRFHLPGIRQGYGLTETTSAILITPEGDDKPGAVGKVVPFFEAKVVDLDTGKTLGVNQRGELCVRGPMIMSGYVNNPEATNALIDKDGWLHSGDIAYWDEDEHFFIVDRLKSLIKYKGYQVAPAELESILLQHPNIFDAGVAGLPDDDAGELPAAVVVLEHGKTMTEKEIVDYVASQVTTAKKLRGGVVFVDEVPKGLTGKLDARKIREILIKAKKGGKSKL
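Purified P. pyralis luciferase (10nM final) with 10uM D-luciferin and 10uM ATP (Km levels) in 50mM Tris acetate pH 7.5, 10mM Mg acetate, 0.01% Tween-20, 0.05% BSA; qHTS 6-point titration, ~60 µM downward; luminescence read.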
* marks the source's active call; other numbers are inactive results; ? = inconclusive; / = no result given; & = joins results of further samples. Unless noted, calls follow the shape of the dose curve; as a rule, active = well fitted curve in the direction sought with a large enough effect; inconclusive = small, poorly fitted or top-dose-only effect, or another doubt; inactive = no such curve, though single readings can be large; an effect the other way counts as inactive or inconclusive.

SMILES | Tb PFK inh | RORgamma inh | NPC1 promoter act | ELG1 DNA repair | ELG1 genotoxic | Gal4-VP16 FLuc | p53 reactivation | TRPV1 agonist | Rab9 prom act | BRCA1 expr act | FLuc modulator
CN1CCCC2(CCCN(Cc3nc(Cc4cccc(C(F)(F)F)c4)no3)C2)C1 (centres undefined) | 4% | -25% | -6% | 2% | -3% | -9% | -5% | 10 | 11% | -1% | -3%
O=C1CCCC(=O)C1Sc1ccc(Cl)cc1 | 1% | -16% | -1% | 3% | 0% | -1% | 1% | 0 | -5% | 1% | -2%
CCC(OC(=O)c1cc2sccc2n1C)C(=O)NCc1ccco1 (centres undefined) | 2% | -18% | -2% | ? | -10% | 2% | -4% | 15 | -11% | -38% | 0%
COc1ccc(C2c3c(oc4ccccc4c3=O)C(=O)N2Cc2ccncc2)cc1 (centres undefined) | 1% | -42% | 0% | ? | 2% | -8% | -1% | -2 | 4% | / | 1%
O=C(Nc1ccc2oc(=O)ccc2c1)c1ccc(-c2ccccc2[N+](=O)[O-])o1 | 2% | -44% | 3% | ? | ? | ? | 2% | ? | -2% | -1% | 2%
O=C(COc1ccc(Cl)cc1)Nc1nnc(-c2ccc3c(c2)CCCC3)o1 | -15% | -75% | 29% | ? | ? | ? | 27% | -9 | ? | 12% | -11%
Cc1cc(C)c[n+](CC(=O)c2ccc(NC(=O)c3ccccc3)cc2)c1 | 0% | 11% | 1% | 6% | -1% | -4% | -12% | 3 | -5% | -14% | -11%
COc1ccc(S(=O)(=O)N2CCN(C(=O)c3c(C)nn(-c4ccccc4)c3C)CC2)cc1 | -1% | / | 2% | -7% | 0% | / | 3% | 1 | -2% | -21% | -1%
O=C(CSc1nnc(-c2ccccn2)o1)Nc1ccccc1 | 0% | 33% | 2.5µM* | ? | ? | 3% | 25% | 1 | 2.5µM* | 67% | -16%
CCC(c1nnnn1C(C)(C)C)N1CCN(Cc2ccccc2OC)CC1 (centres undefined) | -2% | 1% | -2% | 11% | 0% | -10% | -3% | 6 | -10% | -12% | 0%
COCCN(Cc1nc(-c2ccc(C(F)(F)F)cc2)no1)C(C)C | 5% | 7% | -2% | ? | 11% | -8% | 2% | 13 | -1% | -10% | ?
O=C1NC[C@H](c2ccccc2)OC(=O)[C@H](Cc2ccc(F)cc2)C/C=C\C[C@@H]1CC(=O)N(CCO)Cc1ccccc1 | 0% | / | / | ? | -8% | / | -4% | / | / | -31% | /
COC(=O)C(Cc1ccc(O)cc1)NC(=O)C(C)NC(=O)c1ccc(C(C)(C)C)cc1 (centres undefined) | 4% | 11% | -4% | ? | 5% | -4% | 0% | 4 | 3% | -4% | ?
CS(=O)(=O)N(CC(=O)NC1CCCCCC1)Cc1ccccc1 | -4% | -8% | 1% | 1% | -4% | 0% | -2% | 1 | 0% | -1% | -1%
CCOC(=O)N/N=C\c1ccc(OC(=O)c2ccc3c(c2)OCO3)cc1 | -5% | 43% | 12% | ? | 10% | -5% | 14% | 7 | 21% | 14% | 15µM*
Clc1ccc(-n2ncc3c(NCCCn4ccnc4)ncnc32)cc1 | -2% | 37% | ? | ? | 8.2µM* | -2% | 14% | -2 | ? | 86% | 11µM*
O=C(CCNC(=O)C1CCN(S(=O)(=O)c2ccccc2)CC1)NCCc1ccc(Cl)cc1 | -11% | 23% | 0% | -20% | -7% | -6% | -5% | -1 | -7% | 0% | 1%
COc1ccc(CC(=O)N(C)CC(=O)Nc2ccccc2SC)cc1 | 3% | 4% | -1% | 7% | -1% | -7% | 0% | 1 | 0% | 5% | 0%
COc1ccccc1CNC(=O)CCNS(=O)(=O)c1cccc2nsnc12 | 0% | 3% | 0% | -6% | -2% | 4% | -3% | 3 | 17% | 8%&16% | 1%&-1%
C=CCON1C(=O)c2ccccc2C1=O | -5% | 0% | -2% | -2% | 1% | 6% | 1% | -9 | 4% | 14% | 0%
O=C(C[C@H]1C/C=C\CC[C@H](Cc2ccc(F)cc2)C(=O)OC[C@@H]2CCCN2C1=O)N[C@H](CO)Cc1ccccc1 | 6% | / | / | -7% | 0% | / | 1% | / | / | 0% | /
CCN(Cc1ccccc1)C(=O)C1CCN(S(=O)(=O)c2ccc3c(c2)OCCO3)CC1 | 1% | 6% | 2% | -15% | -10% | -8% | -6% | 8 | 0% | 7% | 2%
CC(=O)c1cccc(NC(=O)c2ccc3c(c2)CCN3S(=O)(=O)c2ccccc2)c1 | -1% | ? | -1% | ? | -7% | 13µM* | 9% | ? | -7% | -13% | -6%&-7%
COC(=O)c1ccc(S(=O)(=O)N2C3CCC2CC(NC(=O)NC2CCCCC2)C3)cc1 (centres undefined) | 1% | 34% | -1% | 16% | 1% | 0% | 2% | 0 | 4% | 30% | 0%
COc1ccc(CCNC(=O)C2CCC(=O)N(CC3CCCCC3)C2)cc1 (centres undefined) | -7% | / | 4% | -9% | -2% | / | / | 15 | -3% | -8% | -4%

The list goes on, overlapping the part above by two compounds.
SMILES | Tb PFK inh | RORgamma inh | NPC1 promoter act | ELG1 DNA repair | ELG1 genotoxic | Gal4-VP16 FLuc | p53 reactivation | TRPV1 agonist | Rab9 prom act | BRCA1 expr act | FLuc modulator
COC(=O)c1ccc(S(=O)(=O)N2C3CCC2CC(NC(=O)NC2CCCCC2)C3)cc1 (centres undefined) | 1% | 34% | -1% | 16% | 1% | 0% | 2% | 0 | 4% | 30% | 0%
COc1ccc(CCNC(=O)C2CCC(=O)N(CC3CCCCC3)C2)cc1 (centres undefined) | -7% | / | 4% | -9% | -2% | / | / | 15 | -3% | -8% | -4%
COCCNC(=O)c1ccc2snnc2c1 | -4% | 16% | -1% | -5% | 1% | 3% | -3% | 3 | 5% | 0% | 0%
O=S(=O)(NC1CC1)c1ccc(Cl)cc1F | 4% | -29% | 0% | 7% | -2% | -6% | 9% | 0 | -3% | -9% | 0%
Cc1cc(C)c(C(=O)NCCCN2CCOCC2)c(C)c1 | -3% | -22% | -2% | 8% | 0% | -8% | 8% | 2 | 2% | 8% | -1%
NC1=NC(=O)/C(=C/c2cccc(-c3ccc(S(N)(=O)=O)cc3)c2)S1 | 6% | -32% | 2% | 12% | 8% | -6% | / | 0 | 1% | 7% | 4%
OC(c1ccccc1)C(CN1CCOCC1)c1ccccc1 (centres undefined) | 9% | -7% | -1% | 12% | 1% | -6% | -2% | -2 | 9% | 0% | -2%
COc1ccc(OC)c2nc(-c3ccncc3)ccc12 | 6% | 3% | -2% | ? | 7% | -12% | 0% | -1 | 11% | 40% | -18%
Cc1ccccc1NC(=O)Cn1c(CCC(=O)O)ccc1-c1cccs1 | -7% | -32% | -2% | -14% | -4% | -6% | -2% | 6 | -2% | -19% | -11%
COc1cccc(CN2CCNC(=O)C2CC(=O)N(Cc2cnn(C)c2)C(C)C)c1 (centres undefined) | 0% | 5% | 0% | -10% | 1% | -5% | -2% | 2 | -13% | -4% | -2%
CCn1c(=O)cc(SCC(=O)NCCCN2CCN(c3ccccc3F)CC2)c2ccccc21 | 2% | 17% | 8% | ? | -1% | -7% | -19% | -3 | 4% | -1% | -2%
CC(=O)C[C@H](O)CC(=O)[C@H]1OC(=O)[C@@H](C)CCCCc2ccccc21 | 6% | / | / | -2% | -1% | / | 1% | / | / | 3% | /
COc1ccc2c(c1)oc(=O)c1cc(OC)ccc12 | -8% | 0% | 2.5µM* | ? | 10µM* | -16% | 10% | 3 | 2.5µM* | ? | 3µM*
Cc1ccc(S(=O)(=O)NCc2ccco2)cc1C(N)=O | -8% | 38% | -2% | -1% | -1% | -7% | -3% | 1 | -3% | -7% | -1%
N#CC1=C(N)N=C(SCc2ccccc2)C(C(N)=O)C12CCCCC2 (centres undefined) | -5% | -90% | 0% | -8% | -3% | ? | 14% | -1 | -8% | -17% | -1%
O=C(CNC(=S)N(Cc1ccccc1)Cc1cccnc1)NCc1ccccc1 | -3% | ? | -3% | -20% | 0% | -6% | -1% | 4 | 1% | -39% | 4%
O=C(NNS(=O)(=O)c1ccc(Cl)cc1)c1cc(-c2ccccc2)nc2ccccc12 | 0% | -5% | -3% | -6% | -2% | 5% | -6% | 13 | 0% | -16% | ?
CC(C)(C)OC(=O)C[C@@H]1C/C=C\C[C@@H](CC(=O)N[C@@H](CO)Cc2ccccc2)C(=O)N2CCC[C@H]2COC1=O | 0% | / | / | 0% | 1% | / | -1% | / | / | -11% | /
CCOc1ccc(/C=N/NC(=O)c2cc3c(OC)cccc3[nH]2)cc1 | 3% | ? | -5% | -7% | 6% | ? | -14% | 0 | -5% | -26% | ?
CCOC(=O)CN1N=C(c2ccc(C)cc2)CCC1=O | -2% | 3% | -3% | 13% | 2% | 5% | 0% | 9 | -2% | -1% | -3%
